S3 lipid droplet: qHTS Assay for Lipid Storage Modulators in Drosophila S3 Cells; Drosophila S3 cells, BODIPY lipid droplet fluorescence, 18-24 h; cells fed with added oleic acid; lipid storage change, negative = inhibition, % at the top dose, mostly 46.1 µM; hits show Potency in µM; 0.64% of 320,000 active; AID 2685; active = well fitted inhibition curve with a large enough effect in the signal ratio, with a control signal flat, not every such curve was filed as active; inconclusive = small, poorly fitted or top-dose-only effect, or effect the other way, or a change in a side signal; the % refers to the signal ratio
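Drosophila S3 cells loaded with oleic acid (400 uM, as added) and compounds at several concentrations; lipid droplets imaged by 488-nm laser-scanning cytometry, 500–530 nm intensity and object ratio to cell channel. Percent activity normalized to 20 uM Triacsin C.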
S3 lipid droplet cell count max: also measured in S3 lipid droplet; calls as there; cell number change, %; measured here: cell count max response;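 cells counted by Cell Tracker Red CMTPX staining in the red channel; peak over a dose series mostly up to 46.1 µM; percent activity relative to internal control wells on each plate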
* marks the source's active call; other numbers are inactive results; i = inactive; ? = inconclusive; nt = not tested or not shown; [ ] = another dose, or the depositor's remark. % is set by controls: 0 for no effect and ±100 for the full control effect; potency is the fitted concentration of half-maximal effect. A portion of the library; the hit share may differ from the screen's.

SMILES	S3 lipid droplet	S3 lipid droplet cell count max
O=C(COC(=O)c1ccco1)Nc1nc2c(F)c(F)c(F)cc2s1	?	nt
O=C(NCc1ccco1)/C(=C/c1ccc([N+](=O)[O-])cc1)NC(=O)c1ccco1	?	nt
CCOC(=O)Cc1csc(NS(=O)(=O)c2cc(Cl)ccc2Cl)n1	?	nt
O=C(COC(=O)/C=C/c1ccc(Cl)cc1)NCCc1ccccc1	?	nt
CC(C)(C)C(=O)N1CCN(CCN2C(=O)c3cccc4cccc(c34)C2=O)CC1	?	nt
COc1ccc(CCNC(=O)Cn2nc(C)c3c(C)n(-c4ccccc4)nc3c2=O)c(OC)c1	6.7%	-11.8
O=c1[nH]c(-c2cccs2)nc2ccccc12	?	nt
Cc1nc(C(F)(F)F)c(C(=O)N=CN(C)C)s1	?	nt
COc1ccc(Br)cc1/C=N/Nc1ccccn1	?	nt
CC(=O)N1c2ccccc2CCc2ccc([N+](=O)[O-])cc21	9.2%	-4.2
CCN(CC)C(=O)c1ccc(S(=O)(=O)c2ccccc2)cc1	i	10.5
C=CCn1c(SCC(=O)c2cc(C)n(CC3CCCO3)c2C)nnc1-c1ccccc1 (configuration not stated)	27.9%	4.4
CCOC(=O)C(Cc1ccccc1)NC(=O)CCCC(=O)c1ccccc1 (configuration not stated)	?	nt
CCN(Cc1nc2ccccc2c(=O)[nH]1)C(=O)COc1ccccc1Cc1ccccc1	?	nt
CCC(=O)Nc1ccc(/C=C(\C(C)=O)C(=O)c2ccccc2)cc1	-21.8%	-16.8
COc1cccc(CNC(=O)N2CCN(S(=O)(=O)c3ccc(C)cc3)CC2)c1	i	9.5
Cc1cc(C)c(NC(N)=S)c(C)c1	?	nt
CCCCCN(C(=O)CCC(=O)OCC(=O)N1CCCCC1C)c1c(N)n(CCCC)c(=O)[nH]c1=O (configuration not stated)	-4.3%	29.0
COCC(C)NC(=O)c1cc2cc(OC)ccc2[nH]1 (configuration not stated)	-12.6%	0.3
Cc1ccc(/C=C2/NC(=O)N(c3ccccc3)C2=O)o1	?	nt
Cc1cccc(NC(=O)c2cc3c(n(-c4ccccc4)c2=O)CCCC3=O)n1	i	8.6
CC(=O)N1c2ccc(S(=O)(=O)NCC3CCC(C(=O)NCc4ccc(C)cc4)CC3)cc2CC1C (configuration not stated)	i	2.3
c1ccc(N=P(N2CCOCC2)(N2CCOCC2)N2CCOCC2)cc1	?	nt
O=C(CN1C(=O)C2CCCCN2C(=O)c2ccccc21)N1CCCc2ccccc21 (configuration not stated)	?	nt
COCC(C)n1c(C)cc(C(=O)CSc2nnnn2C2CCCC2)c1C (configuration not stated)	13.4%	-6.0
Cc1coc(C)c1C(=O)CC1(O)C(=O)N(C)c2ccc(Cl)cc21 (configuration not stated)	-2.3%	-8.0
CS(=O)(=O)N(CC(=O)N/N=C/c1ccccc1C(=O)O)c1cccc(Cl)c1Cl	-1.6%	4.6
COc1ccc(CCNc2oc(-c3ccc(OC)c(OC)c3)nc2C#N)cc1	10.9%	-18.9
CN1CCN(S(=O)(=O)c2cccc(C(=O)Nc3cc(C(F)(F)F)ccc3N3CCCC3)c2)CC1	15.5%	1.9
CCOC(=O)c1c(C)oc2c1c(C(c1cccnc1)N1CCOCC1)c(O)c1ccccc12 (configuration not stated)	?	nt
O=C(Nc1ccccc1)N1CCn2c(nc3ccccc32)C1	6.1%	1.4
Nc1nc(-c2ccc3c(c2)OCCO3)cs1	21.7%	-14.0
C#CCn1cnc2c(cnn2-c2ccc(C)c(C)c2)c1=O	-0.3%	-9.1
Cc1ccccc1C(=O)NC(=S)NC1CCS(=O)(=O)C1 (configuration not stated)	?	nt
NC(=O)c1ccc(NC(=O)c2ccc(COc3ccc(F)cc3)o2)cc1	?	nt
O=C(CCC(=O)Nc1ccc(Br)cc1)N/N=C/c1ccc(O)cc1	0.3%	4.5

The list goes on (four carried over from the part before).
SMILES	S3 lipid droplet	S3 lipid droplet cell count max
C#CCn1cnc2c(cnn2-c2ccc(C)c(C)c2)c1=O	-0.3%	-9.1
Cc1ccccc1C(=O)NC(=S)NC1CCS(=O)(=O)C1 (configuration not stated)	?	nt
NC(=O)c1ccc(NC(=O)c2ccc(COc3ccc(F)cc3)o2)cc1	?	nt
O=C(CCC(=O)Nc1ccc(Br)cc1)N/N=C/c1ccc(O)cc1	0.3%	4.5
Cc1c(CCOC(=O)c2ccc([N+](=O)[O-])cc2)sc[n+]1CC(=O)c1ccccc1	-14.2%	-14.6
CC1CCCC(C)N1C(=O)COC(=O)c1n[nH]c(=O)c2ccccc12 (configuration not stated)	?	nt
Cn1c(=O)c2c(nc(CN3CCN(C(=O)c4ccco4)CC3)n2CC(=O)C(C)(C)C)n(C)c1=O	?	nt
CC(NC(=O)c1ccco1)C1COc2ccccc2O1 (configuration not stated)	?	nt
CSCCC(NC(C)=O)C(=O)Oc1ccc2c3c(c(=O)oc2c1)CCCC3 (configuration not stated)	-4.5%	0.7
COc1ccc(NC(=O)CCNC(C)=O)cc1NS(=O)(=O)c1ccc(F)cc1	i	12.1
COCCn1c(SCC(=O)Nc2ccc(S(N)(=O)=O)cc2)nc2ccccc21	?	nt
COP(=O)(OC)c1nc(-c2ccc(C)cc2)oc1N1CCCCC1	12.7%	12.1
Cn1nc(-c2ccccc2)c(C(=O)Nc2ccc(Cl)cc2)c1Cl	?	nt
Cc1ccc(NC(=O)CCS(=O)(=O)c2cccc3nonc23)c(Br)c1	i	14.2
CCS(=O)(=O)Nc1cccc(C2=NN(S(=O)(=O)c3ccc(C)cc3)C(c3cccs3)C2)c1 (configuration not stated)	?	nt
Cc1c(Cl)cccc1NC(=O)C1Cc2ccccc2CN1C(=O)c1ccccc1 (configuration not stated)	?	nt
CCN1CCN(c2sc(S(C)(=O)=O)nc2S(=O)(=O)c2ccc(C)cc2)CC1	-11.3%	-16.7
c1coc(CNC2C3CC4CC(C3)CC2C4)c1 (configuration not stated)	1.4%	0.9
COC(=O)CCCCC1SCC(NC(=O)c2ccccc2)C1=O (configuration not stated)	-2.2%	2.6
Cc1nnc(NC(=O)C2CCCN(c3ncccn3)C2)s1 (configuration not stated)	?	nt
O=C(COc1cccc2ccccc12)N1CCN(c2ccccc2)CC1	?	nt
CC(=O)c1ccc(NC(=O)CSc2nnc(Cn3c(=O)sc4ccccc43)n2C)cc1	9.0%	-7.5
O=C(O)C1C2CCC(O2)C1C(=O)NCc1ccncc1 (configuration not stated)	12.5%	-9.8
Cc1ccc(Nc2nc3c([nH]2)c(=O)n(C)c(=O)n3C)cc1	?	nt
CC(C)Nc1ccc(Cl)cc1[N+](=O)[O-]	3.5%	12.9
COc1ccc(C(CC(=O)N2CCCC2)c2c(O)cc(OC)cc2OC)cc1 (configuration not stated)	7.3%	13.1
COc1ccc(NC(=O)CCN2CCCC(C)C2)cc1 (configuration not stated)	0.0%	17.0
CC(=O)c1ccc(N2CCN(C(=O)Cn3cnc(S(=O)(=O)N4CCCCC4)c3)CC2)cc1	i	-18.9
O=C(CNCc1cccs1)Nc1cc(S(=O)(=O)N2CCCC2)ccc1Cl	?	nt
C[C@H](OC(=O)n1ccnc1)[C@@H]1O[C@@]2(C)CCC[C@@H]1O2	?	nt
CNC(=O)c1ccc(OC2CSC2)cc1	16.4µM*	-3.9*
CCC(C)NC(=O)CNC(=S)N(CCCN1CCOCC1)Cc1cccs1 (configuration not stated)	?	nt
Cc1ccc2c(Cl)c(C(=O)NCC(c3ccco3)N3CCCC3)sc2c1 (configuration not stated)	?	nt
CC(=O)NCCC(=O)Nc1sc2c(c1-c1nc3ccccc3[nH]1)CCCC2	?	nt
O=C(NC(=S)NCc1ccccc1)c1cccnc1	?	nt
Cn1cccc1C(=O)NC(=O)COC(=O)C12CC3CC(CC(O)(C3)C1)C2	?	nt
CCC1CCCCN1C(=S)NC(=O)c1ccc([N+](=O)[O-])cc1 (configuration not stated)	?	nt
CCN(CC(=O)NCc1cccs1)C(=O)c1ccccc1F	?	nt
Cc1coc2cc3oc(=O)ccc3cc12	i	17.4
COc1ccc2[nH]cc(C(=O)CN3CCCC(C)C3)c2c1 (configuration not stated)	-20.2%	-8.0
O=C(Nc1c(-c2ccccc2)nc2ccccn12)c1ccccc1	i	-7.8
COc1ccc(C(C(=O)NC2CCCC2)N(CCO)C(=O)Cn2nnc(-c3ccc(C)o3)n2)cc1 (configuration not stated)	?	nt
NC(=O)C1CCN(CC(=O)Nc2ccccc2N2CCOCC2)CC1	?	nt
C#CC(=O)N(c1ccc(OC)c(OC)c1)C(C(=O)NC1CCCC1)c1cccs1 (configuration not stated)	?	nt
CC(=O)Nc1ccc(S(=O)(=O)N2CCN(C(=O)c3ncoc3-c3cccc(C)c3)CC2)cc1	?	nt
Cc1c(Cl)cccc1NC(=O)CCCN1C(=O)CCC1=O	?	nt
O=C(N/N=C/c1ccc(COc2ccc(Br)cc2)o1)c1ccco1	?	nt
Cc1c(C)c(C)c(S(=O)(=O)N2CCSCC2)c(C)c1C	8.1%	0.9
C#CCOCCOCCOCCNc1nc(N2CCN(C(=O)CCCCCCCCCCNC(=O)[C@H](CCCCN)n3cc(CCO)nn3)CC2)nc(N2CCN(C(=O)CCCCCCCCCCNC(=O)[C@H](CCCCN)n3cc(C[C@@H](C)CC)nn3)CC2)n1	?	nt
CC(=O)N1CCC(N(CCCOC(C)C)S(=O)(=O)c2ccc([N+](=O)[O-])cc2)CC1	i	nt
CCOc1ccc2[nH]c(=O)c(CN(Cc3ccc(F)cc3)C(=O)N3CCCC3)cc2c1	?	nt
O=C(NNc1ccccc1)/C(=C\c1cccnc1)NC(=O)c1ccccc1	?	nt

Compounds listed so far that have a CF3 group, in the order listed:
SMILES	S3 lipid droplet	S3 lipid droplet cell count max
Cc1nc(C(F)(F)F)c(C(=O)N=CN(C)C)s1	?	nt
CN1CCN(S(=O)(=O)c2cccc(C(=O)Nc3cc(C(F)(F)F)ccc3N3CCCC3)c2)CC1	15.5%	1.9

Some of the entries above, reformatted.
CCOc1ccc2[nH]c(=O)c(CN(Cc3ccc(F)cc3)C(=O)N3CCCC3)cc2c1
- S3 lipid droplet: ?
- S3 lipid droplet cell count max: nt
O=C(NNc1ccccc1)/C(=C\c1cccnc1)NC(=O)c1ccccc1
- S3 lipid droplet: ?
- S3 lipid droplet cell count max: nt

Other structures
SMILES	S3 lipid droplet	S3 lipid droplet cell count max
COc1ccc(C2CC(c3ccccc3)=NN2C(=O)COC(=O)c2cccnc2)cc1 (configuration not stated)	-12.0%	-20.7
Cn1c(=O)n(CCc2ccccc2)c(=O)c2c1nc1n2CCCN1Cc1ccccc1	?	nt
COc1ccccc1NC(=O)Cc1csc(NC(=S)Nc2ccccc2)n1	?	nt
CN(C)CCCn1c2c(c(SCC(=O)Nc3ccc4c(c3)OCCO4)nc1=O)CCC2	?	nt
Cc1ccc(-c2nn(-c3cc(Cl)ccc3[N+](=O)[O-])c(=O)c3ccccc23)cc1C	3.2%	-22.5
O=C1[C@H](CC[C@H](O)c2ccc(F)cc2)[C@@H](c2ccc(O)cc2)N1c1ccc(F)cc1	?	nt
CCN(/N=C/C=C/c1ccccc1)c1cc(=O)n(C)c(=O)[nH]1	-12.3%	-13.0
COc1ccc([N+](=O)[O-])c(OC)c1C(=O)NC(=O)Nc1c(C)cccc1C	-9.0%	-9.3
Cc1ccc(C(=O)Nc2ccc3c(c2)C(=O)N(CC2CCCO2)C3=O)cc1 (configuration not stated)	?	nt
CN(Cc1ccccc1)CC1CCCN(CCc2ccccc2F)C1 (configuration not stated)	?	nt
O=C(COc1ccccc1)NNC(=O)COc1ccc([N+](=O)[O-])cc1	1.4%	7.1
Cc1ccc(-c2nnc(SCC(=O)OC(C)C)n2N)cc1	-1.2%	-12.4
O=C(/C=C1\NC2(CCCC2)Cc2ccccc21)N1CCOCC1	?	nt
CC(=O)N/C(=C\c1ccccc1)C(=O)OCC(=O)c1ccc(F)cc1	?	nt
O=C(CNC(=O)C1CCCCC1)Nc1cc(Cl)ccc1Cl	2.6%	13.5
Cc1ccc(C(=O)N2CCC(C(=O)NC3CCCCCC3)CC2)cc1	?	nt
Cc1csc(CNc2ncnc3ccc(-c4ccc5c(c4)OCO5)cc23)c1	?	nt
COc1ccc(-c2cc3c(=O)n(CC(=O)NCc4ccc(Cl)cc4)ncn3n2)cc1	-8.8%	23.1
CCN1CCN(S(=O)(=O)c2ccc(Cl)c(C(=O)N(CC)Cc3ccccc3)c2)CC1	-1.6%[0.0737 µM]	nt
Cc1ccc(S(=O)(=O)NCCC(=O)Nc2ccc(Cl)c(Cl)c2)cc1	?	nt
COc1ccc(NS(=O)(=O)c2ccc(OC)c(N(C)S(=O)(=O)c3ccc(Cl)cc3)c2)cc1	?	nt
Cn1c(N)c(C(=O)COC(=O)c2nc(Cl)ccc2Cl)c(=O)n(C)c1=O	?	nt
CCN(C(=O)COC(=O)[C@H](C)N=C1NS(=O)(=O)c2ccccc21)C1CCS(=O)(=O)C1 (some centres not stated)	i[0.0737 µM]	-17.5
CCOc1cc(N2CCOCC2)c(OCC)cc1NC(=O)c1cc(-c2ccco2)nc2ccccc12	?	nt

Three of the entries above in order of their number in S3 lipid droplet cell count max, largest number first.
canonical_smiles | S3 lipid droplet cell count max
COc1ccc(-c2cc3c(=O)n(CC(=O)NCc4ccc(Cl)cc4)ncn3n2)cc1 | 23.1
O=C(CNC(=O)C1CCCCC1)Nc1cc(Cl)ccc1Cl | 13.5
CCN(C(=O)COC(=O)[C@H](C)N=C1NS(=O)(=O)c2ccccc21)C1CCS(=O)(=O)C1 (some centres not stated) | -17.5

Screening results (PubChem BioAssay)
